L3MBTL1 inh = blocks human L3MBTL1. AlphaScreen L3MBTL1–H3K9me1 peptide binding. Potency, µM (titrated, usually from 57.1 µM), for inactives: at the highest dose activity, negative = inhibition, hits mostly inhibitors. 230,000 tested, 0.66% active. AID 485360; note: % is set by controls: 0 for no effect and ±100 for the full control effect; nearly all actives have a fitted effect of over 60% in size
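Read-out is AlphaScreen signal from streptavidin donor and nickel chelate acceptor beads (10 ug/mL final each) bridging L3MBTL1 (50 nM) and biotinylated K9-monomethylated H3(1-15) peptide (75 nM), after 30 min compound exposure at room temperature.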
RECQ1 inh = RECQ1 (human) helicase inhibition; P46063; RECQ1 DNA unwinding, red fluorescence kinetic read; Potency, µM (highest dose often 57.3 µM), inactives show at the highest dose activity, negative = inhibition, most hits filed as inhibitors; 240,000 tested, 0.54% active; AID 2549;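 note: plate controls were vehicle for no effect and no enzyme for full effect; nearly all actives have a fitted effect of over 30% in size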
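50 nM RECQ1T1 preincubated 15 min with compound in Tris pH 8.0 buffer with MgCl2, DTT, Tween-20 and 2.5 ug/ml poly(dI-dC); started with 200 nM TAMRA/BHQ-2 forked duplex and 2 mM ATP. Unwinding read as fluorescence (525/598 nm), two reads 2 h apart.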
Tau fibril ThT = inhibitors of human tau fibril formation, thioflavin T binding; P10636; Potency, µM (top dose mostly 57.4 µM), without a hit: top-dose activity, negative = inhibition, most hits filed as inhibitors; 270,000 tested, 2.1% active; recombinant tau K18 P301L, heparin-induced fibrillization, ThT fluorescence; AID 1460; note: % is set by controls: 0 for no effect and ±100 for the full control effect; nearly all actives have a fitted effect of over 55% in size
Target sequence (P10636 561-689 P618L limits assumed): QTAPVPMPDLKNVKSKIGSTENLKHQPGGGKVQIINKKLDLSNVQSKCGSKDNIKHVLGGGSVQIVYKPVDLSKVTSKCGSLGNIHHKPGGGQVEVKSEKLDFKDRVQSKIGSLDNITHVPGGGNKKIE
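Aggregation was driven by heparin (20 uM final) acting on recombinant tau […] bearing P301L in 100 mM sodium acetate pH 7; fibrils were detected with Thioflavin T.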
Tau FP inhib = tau fibrillization inhibition (FP). 280,000 tested, 0.39% active. AID 1468. P10636. K18 P301L tau heparin fibrillization, Alexa594 FP, 6 h. Potency, µM (series often up to 57.7 µM), for inactives: top-dose activity, negative = inhibition, actives largely listed as inhibitors; note: % is set by controls: 0 for no effect and ±100 for the full control effect; nearly all actives have a fitted effect of over 55% in size
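Recombinant K18 P301L […], labeled with Alexa 594 at 0.24 uM over 15 uM unlabeled; heparin inducer 20 uM final; 37 C, 6 hr; FP endpoint.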
HTT ATP protect = protects HTT-Q103 PC12 cells, measured by ATP | PC12 HTT-Q103 induced, cytoprotection, ATP luminescence, 40 h | Potency, µM (titrated, usually from 56.4 µM), inactives show cytoprotection (ATP increase), usual class: activators | 230,000 tested, 0.14% active | AID 1471;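 note: % of control where 0% means no effect; nearly all actives have a fitted effect of over 45% in size; toxic huntingtin expression switched on by the ecdysone agonist tebufenozide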
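PC12 cells stably carrying ecdysone-inducible Htt exon 1 (Q103)–GFP were induced with 100 nM tebufenozide (final) alongside library compounds in a dose series. Cytoprotection was scored as retained ATP by ATPlite luminescence.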
Tau fluor cs = counter-screen for tau fibril formation inhibitors; tau K18 P301L Alexa594 fluorescence, heparin fibrillization; Potency, µM (series often up to 57.7 µM), for inactives: at the highest dose activity change, negative = decrease; 280,000 tested, 0.93% active; AID 1463; note: % is set by controls: 0 for no effect and ±100 for the full control effect; nearly all actives have a fitted effect of over 55% in size
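Human tau K18 P301L (15 uM unlabeled, 0.24 uM Alexa 594-labeled) in 100 mM sodium acetate pH 7 with 20 uM heparin, 6 hr at 37 C. ThT 30 uM added, 1 hr ambient; Alexa 594 FP and total fluorescence read at 555/632 nm.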
TRb-SRC2 inh = disrupts binding of human TR beta to SRC2 | 280,000 tested, 0.065% active | Potency, µM (doses to about 106 µM), for inactives: at the highest dose activity change, negative = inhibition, most hits filed as inhibitors | TRbeta-SRC2 peptide binding, fluorescence polarization; receptor liganded with 1 µM T3 | AID 1469 | P10828;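 note: plate controls were bound peptide for no effect and peptide without receptor for full effect; nearly all actives have a fitted effect of over 50% in size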
Target sequence (P10828 whole entry, looked up): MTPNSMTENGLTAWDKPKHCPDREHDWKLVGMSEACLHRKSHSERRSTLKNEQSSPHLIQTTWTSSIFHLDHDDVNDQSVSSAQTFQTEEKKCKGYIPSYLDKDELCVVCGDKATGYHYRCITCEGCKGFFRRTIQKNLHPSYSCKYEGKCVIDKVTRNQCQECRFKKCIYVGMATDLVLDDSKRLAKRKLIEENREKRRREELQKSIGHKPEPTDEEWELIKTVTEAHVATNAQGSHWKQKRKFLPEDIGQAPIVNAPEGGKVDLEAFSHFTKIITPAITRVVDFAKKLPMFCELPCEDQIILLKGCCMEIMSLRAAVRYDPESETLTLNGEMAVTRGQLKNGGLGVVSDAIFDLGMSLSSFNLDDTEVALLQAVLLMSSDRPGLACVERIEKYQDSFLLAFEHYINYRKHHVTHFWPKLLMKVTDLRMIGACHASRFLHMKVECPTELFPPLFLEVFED
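Fluorescence polarization of 20 nM Texas Red SRC2 peptide (20-aa NR interaction domain) bound to 0.6 uM human TRb ligand-binding domain, with 1 uM T3, after 5 hr at ambient temperature; inhibition seen as decreased polarization.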
TR SRC2 fluor cs = alters Texas Red total fluorescence, flagging assay interference. TRb/SRC2 Texas Red total fluorescence interference. Potency, µM (top dose mostly 106 µM), for the others: at the top dose fluorescence change, negative = quenching. 280,000 tested, 0.29% active; active = well fitted curve in either direction with a large enough effect; inconclusive = small, poorly fitted or top-dose-only effect; note: % is set by controls: 0 for no effect and ±100 for the full control effect
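Human TRβ ligand-binding domain (0.6 uM) and Texas Red SRC2 peptide (20 nM) in Tris buffer with 1 uM T3 and 5% DMSO were incubated with pinned compound for 5 hr at ambient temperature. Total fluorescence was computed as S + 2P (555/632 nm).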
* = called active by the depositor; i = inactive; ? = inconclusive; . = not tested or not shown; & = joins results of further samples; [ ] = another dose, or the depositor's remark. Unless noted, calls come from the whole dose curve; as a rule, active = well fitted curve in the direction sought with a large enough effect; inconclusive = small, poorly fitted or top-dose-only effect, or another doubt; inactive = no such curve, though single readings can be large; an effect the other way counts as inactive or inconclusive. Potency is the fitted concentration of half-maximal effect.

SMILES	L3MBTL1 inh	RECQ1 inh	Tau fibril ThT	Tau FP inhib	HTT ATP protect	Tau fluor cs	TRb-SRC2 inh	TR SRC2 fluor cs
CC(C)CCN(N=O)[C@@H](Cc1ccccc1)CN(N=O)[C@@H](Cc1ccccc1)CN(C)N=O	-12.7%	-26.3%	-7.4%	3.5%	15.5%[10 µM]	-14.1%	-10.3%	-2.0%
CC1CCN(C(=O)/C(=C/c2ccccc2Cl)c2ccccc2)CC1	-0.2%	-2.7%	-17.7%	8.6%	-8.6%	-13.3%	-13.4%	-1.3%
CCCCN(CC)CCOc1cccc2ccccc12	.	9.5%	-6.7%	-5.9%	-87.3%[inhibitor]	-13.7%	10.7%	-1.2%
CCOC(=O)c1ccc(NC(=O)C2C3CCC(C3)C2C(=O)O)cc1 (configuration not stated)	-3.2%	2.8%	5.1%	2.4%	-4.8%	2.5%	-4.9%	-1.9%
Cc1oc(C(=O)Nc2ccc(C(=O)O)cc2)cc1COc1ccccc1	.	-7.8%	-8.2%	-4.5%	-11.6%	-1.0%	-16.4%	-3.1%
O=C(NCc1nc2ccccc2[nH]1)C1=C[C@H](c2ccc3c(c2)OCO3)C[C@H](OCCCCO)O1	-14.6%	-11.9%	?	-0.7%	-4.6%[10 µM]	-20.7%	-4.8%	0.9%
Nc1nc2ccc(-c3nc4ccccc4o3)cc2s1	19.1%[11.4 µM]	-0.7%	?	2.1%	-9.2%[10 µM]	-20.3%	12.3%	-3.9%
O=C(CNS(=O)(=O)c1cccc(C(F)(F)F)c1)Nc1ccccc1F	2.6%	-4.4%	-3.1%	1.6%	-11.8%[0.074 µM]	-1.1%	-10.9%	0.6%
Cc1ccc2sc(-c3ccc(N)cc3)nc2c1	.	.	4.47µM*	4.2%	.	?	-9.4%	-4.4%
CC(Cc1ccccc1)C(=O)NCc1ccncc1 (configuration not stated)	-0.6%	-5.7%&4.8%	-2.5%&0.3%	5.2%&1.1%	4.2%	-0.7%&-6.5%	3.2%&-3.8%	0.6%&-4.8%
CC1CCN(S(=O)(=O)c2cc(Cl)ccc2Br)CC1	.	-8.7%	-11.5%	-1.9%	-12.1%[0.074 µM]	-11.8%	-5.1%	-9.7%
C(=N\Nc1ccccc1)/c1nc2ccccc2s1	39.3%[activator]	-5.3%	?	?	-2.5%[10 µM]	12.6µM*[quencher]	2.5%	-3.9%
CC(=O)Nc1ccc(NC(=S)Nc2ccc(Br)cc2)cc1	-6.1%	-4.5%	-3.8%	-20.1%	-8.8%[10 µM]	?	-10.3%	0.4%
COc1cc(C(=O)NCCOc2ccc(F)cc2)c(Br)c(OC)c1OC	40.6%[activator]	i	-4.2%	-8.9%	.	-2.4%	-9.5%	-7.7%
Cc1ccc(S(=O)(=O)Cc2sc3ccccc3[n+]2C)cc1	.	-13.6%	-7.3%	1.4%	30.1%	-11.7%	9.3%	2.4%
CCN(CC)C(=O)c1cn(-c2ccccc2)nc1-c1ccc2c(c1)OCCO2	-32.8%	18.0%	4.7%	-1.2%	-41.5%[inhibitor]	2.2%	4.1%	2.8%
CC1(C)CC(=O)c2c(Cc3ccccc3)n[nH]c2C1	3.6%	-4.5%	1.5%	-6.1%	8.1%	-5.3%	-1.2%	-0.1%
Cc1cccc(OCCOc2ccc(/C=N/NC(=O)Cc3nnc(N)s3)cc2)c1	8.2%	-4.6%	-16.5%	-10.7%	11.2%[10 µM]	-10.4%	-4.7%	-0.9%
Cc1ccc2nc(SCc3nc(-c4ccccc4C)no3)[nH]c2c1	.	.	?	?	.	?	-5.7%	?
C=C(C)[C@@H]1CCC2(C(=O)O)CC[C@]3(C)[C@H](CC[C@@H]4[C@@]5(C)CCC(=O)C(C)(C)[C@@H]5CC[C@]43C)[C@@H]12 (some centres not stated)	-3.8%	-1.7%	-7.8%	-1.2%	.	-2.4%	-7.7%	-5.8%
Cn1c(=O)c2c(nc(N3CCN(c4ccccc4)CC3)n2CCCc2ccccc2)n(C)c1=O	1.9%	0.4%	-1.2%	3.9%	-27.3%[0.074 µM]	-3.0%	7.3%	-0.2%
O=S(=O)(NC1CCCCC1N1CCOCC1)c1ccc(Cl)cc1 (configuration not stated)	-5.8%	3.5%	-13.7%	-9.3%	-5.1%[10 µM]	-14.2%	6.9%	2.7%
Cc1c(N=C/C=C2\N(C)c3ccccc3C2(C)C)c(=O)n(-c2ccccc2)n1C	-9.3%	-7.1%	?	3.4%	-20.0%	-5.7%	-1.9%	0.1%
CSc1ccccc1NC(=O)c1ccc(C)o1	-5.3%	0.4%	-7.0%	4.5%	-9.9%	-0.7%	4.3%	2.4%
CC(C)N1CC2=C(OC(N)=C(C#N)C2c2cccnc2)/C(=C/c2cccnc2)C1 (configuration not stated)	3.0%	17.4%	?	-12.6%	-20.0%[10 µM]	4.6%	44.7µM*	44.7µM*[fluorescent]

Continued.
SMILES	L3MBTL1 inh	RECQ1 inh	Tau fibril ThT	Tau FP inhib	HTT ATP protect	Tau fluor cs	TRb-SRC2 inh	TR SRC2 fluor cs
CC(=O)c1cnc2c(-c3ccccc3)c(C(F)(F)F)nn2c1C	50.2%[activator]	-8.6%	-9.0%	-7.7%	-12.7%[10 µM]	-10.6%	3.1%	-2.5%
CCCCSc1nnc(-c2ccc(C)cc2)n1C	7.1%	i	-5.7%	-1.8%	-34.1%	-7.6%	3.2%	0.3%
CCCCCCCCn1c(N2CCN(c3cccc(Cl)c3)CC2)nc2c1c(=O)[nH]c(=O)n2C	.	-1.8%	-5.5%	2.4%	4.4%	1.4%	-14.2%	1.1%
Cc1ccccc1N1CCN(C(=S)c2ccc([N+](=O)[O-])cc2)CC1	-27.1%	-5.4%	-10.0%	8.4%	8.7%[10 µM]	-20.9%	-3.9%	-1.8%
NS(=O)(=O)c1ccc(CCNC(=O)COC(=O)CCSc2ccc(Cl)cc2)cc1	-6.3%	-9.7%	3.0%	2.1%	-21.7%[0.074 µM]	1.5%	3.2%	0.4%
CC(=O)N(CN1C(=O)C2CC=CCC2C1=O)c1cccc(Cl)c1 (configuration not stated)	-7.8%	-7.0%	-1.2%	-1.9%	-2.5%	7.1%	-3.6%	1.4%
CCCCN(C)c1c(N2CCC(C(=O)OCC)CC2)c(=O)c1=O	.	16.0%	.	-2.1%	0.7%[10 µM]	9.6%	-4.8%	-1.2%
COC(=O)c1scc(C)c1N/N=C(\C)c1ccc(F)cc1F	.	-9.7%	?	?	15.5%[10 µM]	-24.5%	5.1%	-7.4%
CCOc1cccc(C2NC(=S)NC(C)=C2C(=O)Nc2ccccc2)c1 (configuration not stated)	3.4%	-0.5%	-13.6%	0.0%	-5.0%[10 µM]	-15.1%	1.6%	-6.1%
Cc1cc([N+](=O)[O-])ccc1NC(=O)Cc1ccc(F)cc1	1.4%	-7.6%	-8.0%	-5.7%	.	-10.4%	6.1%	-0.9%
Cc1nc(-c2cccc(Cl)c2)n[nH]1	2.2%	i	-1.0%	-3.5%	-13.2%[10 µM]	-2.8%	-3.4%	-8.2%
Cc1cccc(N(CC(=O)N2CCOCC2)S(C)(=O)=O)c1C	.	-12.9%	-3.9%	-2.3%	-0.9%	-1.3%	1.2%	-2.1%
O=C(NCc1ccco1)c1ccc2ccccc2c1	-6.0%	2.2%	-17.3%	?	-17.7%	-14.9%	-1.5%	1.1%
COc1cccc(C(=O)Nc2ccc(C(=O)OCc3cc(=O)n4nc(C5CC5)sc4n3)cc2)c1	.	.	5.9%	-2.5%	.	0.1%	2.7%	0.9%
COc1ccc(C(CC(=O)O)NC(=O)c2cc3ccccc3oc2=O)cc1OC (configuration not stated)	.	.	-0.2%	-5.0%	.	-10.4%	5.8%	3.6%
CCCCCNC(=O)CCCCn1c(=O)[nH]c2cc(OCC)c(OCC)cc2c1=O	0.5%	i	-8.5%	-1.5%	-13.1%	-11.4%	-1.3%	3.3%
COc1cccc(N2C(=O)[C@H]3C(C(=O)c4cnccn4)=NN[C@H]3C2=O)c1	.	i	?	-7.5%	14.7%[10 µM]	-13.7%	-0.8%	2.3%
O=C(c1sc2ccccc2c1Cl)N(Cc1ccccc1)C1CCS(=O)(=O)C1 (configuration not stated)	-2.2%	-2.3%	-12.0%	1.5%	-11.0%	-16.0%	5.9%	-7.0%
O=C(c1cc(COc2ccc(F)cc2F)on1)N1CCSCC1	-1.5%	-10.5%	5.4%	6.6%	2.8%[10 µM]	7.5%	-4.2%	-6.4%
COc1ccc(CCN(C)C(=O)CNC(=O)c2ccccc2F)cc1OC	.	-0.9%	-5.0%	0.8%	-2.9%	-4.5%	2.2%	3.9%

Screening data (PubChem)

These rows are one share of the data; the hit share may differ from the screen's.
